KCNH2 3.1 block – qHTS for Inhibitors of KCHN2 3.1: Mutant qHTS; Potassium voltage-gated channel subfamily H member 2, brain isoform KCNH2 3.1 (human); U2OS KCNH2 3.1, thallium flux FluxOr; hits give low values; activity change, % (tested at about 1.8 µM); 340,000 compounds, 0.95% hits; AID 720553, 2013;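 active means maximum activity change below -70%; inconclusive means maximum activity change from -70% to -50%; inactive means maximum activity change above -50%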;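 further: thallium influx rate constant from kinetic fluorescence after stimulation buffer; on the % scale 0 is the no-effect control and ±100 the full control effect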
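Channel expression came from 3.1 mutant virus (1.77 x 10^8 /mL) applied to suspended U2OS cells for 4 h. Flux was tracked with FluxOr dye plus Red40 quencher, and kinetic rate constants normalized to controls.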
KCNH2 WT inh – qHTS for Inhibitors of KCHN2 3.1: Wildtype qHTS | Voltage-gated inwardly rectifying potassium channel KCNH2 (Homo sapiens), Q12809 | U2OS, BacMam KCNH2, thallium flux FluxOr; hits give low values | activity change, % at 1.84 µM | 340,000 compounds, 0.37% hits | AID 720551, 2013;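 active means maximum activity change below -70%; inconclusive means maximum activity change between -70% and -50%; inactive means maximum activity change above -50%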; further: on the % scale 0 is the no-effect control and ±100 the full control effect
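U2OS cells were transduced with wild-type KCNH2 virus (2.03 x 10^8 / mL) for 4 h at room temperature, then cultured overnight at 37 C. Thallium flux was read with FluxOr dye. Rate constants were normalized to DMSO controls.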
CXXC DNA block – qHTS Fluorescence Polarization Assay for Inhibitors of MLL CXXC domain - DNA interaction | Histone-lysine N-methyltransferase 2A (Homo sapiens), Q03164 | MLL-CXXC / FITC-HOXA9 DNA fluorescence polarization | Potency, µM (highest dose often 115 µM), for the others: at the top dose activity change, negative = inhibition, hits mostly inhibitors | 290,000 compounds, 0.037% hits; active means well fitted inhibition curve with a large enough effect in the polarisation, with a control signal flat, not every such curve was filed as active; inconclusive means small, poorly fitted or top-dose-only effect, or effect the other way, or a change in a side signal; inactive means no such curve, though single readings can be large or run the other way; the % refers to the polarisation; further: potency means the concentration at half of the fitted maximal effect
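Fluorescence polarization: 7 uM MLL-CXXC (stock) preincubated 5 min with compounds, then 50 nM fluorescein-HOX-A9 DNA (stock) added; 30 min ambient. Buffer 50 mM Tris-HCl pH 7.5, 50 mM NaCl, 1 mM DTT, 0.05% BSA.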
ASM inhibitor – Inhibitors of Secretory Acid Sphingomyelinase (S-ASM): qHTS. Sphingomyelin phosphodiesterase (Homo sapiens), P17405. placental ASM, HMU-PC fluorogenic substrate, 60 min. Potency, µM (titrated, usually from 57.5 µM), inactives show top-dose activity change, negative = inhibition, most hits filed as inhibitors. 340,000 compounds, 0.006% hits. AID 504937, 2011; further: potency means the concentration at half of the fitted maximal effect
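Fluorescence read-out (Ex 386 nm, Em 447 nm) after stopping the reaction at pH 10. Enzyme: ASM from human placenta; substrate HMU-PC0, 9 uM final; 60 min, 37 °C. Compound preincubation 10 min, ambient temperature.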
Integrin act MD – qHTS for Activators of Integrin-Mediated Alleviation for Muscular Dystrophy. alpha7betagal myoblasts, beta-gal FDG fluorescence, 48 h. 350,000 compounds, 0.064% hits. Potency, µM (doses to about 38.3 µM), for the others: at the top dose activation, actives largely listed as activators;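 further: potency means the concentration at half of the fitted maximal effect; 100% = response of the positive control SU9516; nearly all actives have a fitted effect of over 60% in size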
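Alpha7betagal+/- myoblasts (passage 13) were plated 16-24 hr, then exposed to compounds (1:260 dilution of DMSO stock) for 48 hours at 37C. After MPER lysis, β-galactosidase reporter activity was read as FDG fluorescence (ex 480/em 540) after 30 minutes.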
GALK inh – qHTS Assay for Inhibitors of Human Galactokinase (GALK) | P51570 | Purified GALK, Kinase-Glo residual ATP luminescence | Potency, µM (series often up to 57.5 µM), for the others: top-dose activity change, negative = inhibition, hits mostly inhibitors | 270,000 compounds, 0.007% hits | AID 1868, 2009; further: potency means the concentration at half of the fitted maximal effect; on the % scale 0 is the no-effect control and ±100 the full control effect
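Galactose (100 uM) and ATP (35 uM) were turned over by 5 nM GALK for 1 h at RT. Kinase-Glo Plus then converted the remaining ATP into a luminescent signal.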
FBPA coupling cs – qHTS Assay for Inhibitors of Fructose-1,6-bisphosphate Aldolase from Giardia Lamblia: Coupling assay counterscreen. coupling enzyme system counterscreen, AmpLite Red fluorescence. activity change, negative = inhibition, % at 58.2 µM, hits read low. 290,000 compounds, 0.67% hits. AID 2472, 2010; in the data active means activity change below about -30%; further: on the % scale 0 is the no-effect control and ±100 the full control effect
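Coupling enzymes only (glyceraldehyde-3-phosphate) + compound, at 57.5 uM final, 10 min RT; add substrate/coupling/AmpLite Red mix, 20 min RT; fluorescence ex 525/em 598 nm. Actives flag coupling-system interference.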
TRPV1 agonist – HTS Assay for Compounds that Act as Agonists of the Vanilloid Receptor 1 | Transient receptor potential cation channel subfamily V member 1 (Homo sapiens), Q8NER1 | TRPV1-expressing cells, Fluo-8 calcium influx, agonist mode | activation, % at 8.33 µM | 320,000 compounds, 0.19% hits; in the data active means activation above about 80%; inconclusive means between about 30% and that limit; further: 0% is about no effect
Target sequence (Q8NER1 whole entry, looked up): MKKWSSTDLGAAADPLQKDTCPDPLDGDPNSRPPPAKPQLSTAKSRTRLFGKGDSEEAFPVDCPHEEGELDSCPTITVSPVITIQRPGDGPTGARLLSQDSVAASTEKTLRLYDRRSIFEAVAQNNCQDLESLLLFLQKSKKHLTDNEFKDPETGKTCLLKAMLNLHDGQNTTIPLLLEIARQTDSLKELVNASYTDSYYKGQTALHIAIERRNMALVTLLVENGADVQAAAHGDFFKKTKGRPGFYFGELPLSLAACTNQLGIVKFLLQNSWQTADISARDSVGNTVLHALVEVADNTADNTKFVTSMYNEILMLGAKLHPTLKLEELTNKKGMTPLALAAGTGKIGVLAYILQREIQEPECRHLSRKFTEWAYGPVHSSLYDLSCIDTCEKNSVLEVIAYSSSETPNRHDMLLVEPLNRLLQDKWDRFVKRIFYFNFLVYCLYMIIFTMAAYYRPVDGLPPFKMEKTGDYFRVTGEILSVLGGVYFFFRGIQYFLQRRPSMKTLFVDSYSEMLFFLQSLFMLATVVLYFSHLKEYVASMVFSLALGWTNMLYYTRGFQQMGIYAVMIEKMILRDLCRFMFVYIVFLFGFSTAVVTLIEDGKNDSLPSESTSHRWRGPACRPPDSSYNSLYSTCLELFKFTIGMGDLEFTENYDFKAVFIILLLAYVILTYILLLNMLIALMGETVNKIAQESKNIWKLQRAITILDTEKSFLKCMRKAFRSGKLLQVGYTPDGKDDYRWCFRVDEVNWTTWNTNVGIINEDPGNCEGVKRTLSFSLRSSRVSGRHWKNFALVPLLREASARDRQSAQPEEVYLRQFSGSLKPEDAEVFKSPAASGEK
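Fluo-8 calcium influx in TRPV1-expressing cells, kinetic read (ex 480/em 520 nm). Compound added and read 3 min for agonist activity, followed by capsaicin at EC20 final and 2 min further read for enhancement.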
AT treatment – qHTS Assay for Identifying a Potential Treatment of Ataxia-Telangiectasia; […] A-T fibroblasts, KAP-1 phosphorylation AlphaLISA; neocarzinostatin DNA damage 30 min before lysis; 320,000 compounds, 0.19% hits; Potency, µM (titrated, usually from 57.5 µM), without a hit: at the top dose activation, most hits filed as activators; further: potency means the concentration at half of the fitted maximal effect; % of control where 0% means no effect; nearly all actives have a fitted effect of over 45% in size
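hTERT-immortalized A-T patient fibroblasts ([…]), 500 cells/well in OPTI-MEM, 1% FBS, got compounds for 60 min, then NCS for 30 min at 37C. Lysates were then assayed for phospho-KAP-1 by AlphaLISA (anti-pKAP1 donor, anti-KAP1 acceptor beads), 6 hr at 25C.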
MBNL1 CUG block – qHTS Assay for Inhibitors of MBNL1-poly(CUG) RNA binding. AID 2675, 2010. Muscleblind-like protein 1 (Homo sapiens), Q9NR56. TR-FRET MBNL1-His/biotin-(CUG)12 binding, 665/545 ratio. 280,000 compounds, 0.036% hits. Potency, µM (doses to about 57.5 µM), for the others: at the top dose activity change, negative = inhibition, usual class: inhibitors; active means well fitted inhibition curve with a large enough effect in the signal ratio, with a control signal flat, not every such curve was filed as active; inconclusive means small, poorly fitted or top-dose-only effect, or effect the other way, or a change in a side signal; inactive means no such curve, though single readings can be large or run the other way; the % refers to the signal ratio; further: potency means the concentration at half of the fitted maximal effect; on the % scale 0 is the no-effect control and ±100 the full control effect
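Ratiometric TR-FRET (665 over 545 nm, excitation 340 nm) tracks disruption of MBNL1-His/biotin-(CUG)12 complex after 60 min at room temperature, with compounds at 92 nM to 58 uM final.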
Starred values were filed as active, the others as inactive; i = inactive; ? = inconclusive; . = no result given; [ ] = remark or other dose. Unless noted, the call rests on the fitted dose curve; in most records, active means well fitted curve in the direction sought with a large enough effect; inconclusive means small, poorly fitted or top-dose-only effect, or another doubt; inactive means no such curve, though single readings can be large; an effect the other way counts as inactive or inconclusive.

Values run as follows: KCNH2 3.1 block | KCNH2 WT inh | CXXC DNA block | ASM inhibitor | Integrin act MD | GALK inh | FBPA coupling cs | TRPV1 agonist | AT treatment | MBNL1 CUG block
CCn1cnc2scc(-c3ccc(C)c(C)c3)c2c1=O
    -1 | . | -4% | -4% | -4% | 0% | -2 | ? | 4% | 3%
COC(=O)c1c(N2C(=O)Nc3ccccc3N2O)sc2c1CCCC2
    9 | 5 | -2% | 10% | -20% | 0% | 18 | -4 | 2% | .
O=C(COC(=O)COc1ccc(Cl)cc1)NC1CCCCCC1
    11 | -13 | . | -1% | 20% | . | . | 17 | 0% | .
COc1cccc(NC(=S)N(Cc2ccc(Cl)cc2)Cc2ccc(C(=O)O)cc2)c1
    11 | 3 | 1% | 19% | 31% | 1% | -3 | 3 | 1% | -3%
CCN(CC)S(=O)(=O)c1ccc(N2CCOCC2)c(NS(=O)(=O)c2cccs2)c1
    -6 | -4 | . | 0% | 0% | . | . | -3 | -1% | .
CC(C)(C)C(=O)Nc1nnc(SCC(=O)NCc2cccs2)s1
    0 | 4 | 1% | 2% | -3% | 3% | 2 | 1 | 3% | 1%
CCOC(=O)Cc1nnc(NC(=O)c2cccc(OCC)c2)s1
    -21 | -5 | 6% | 3% | 13% | 1% | 0 | -2 | -5% | 6%
CC(C)(C)NC(=O)/C(=C\c1cccnc1)NC(=O)c1ccco1
    17 | 1 | 6% | 7% | 7% | 4% | 2 | -1 | 1% | -14%
COc1ccc(C2=NN3C(C2)c2ccccc2OC3c2cccs2)cc1 (configuration not stated)
    -1 | -1 | 21% | -2% | -14% | 0% | -1 | 8 | -3% | -6%
CC(C)CCNC(=O)C1CCC(=O)N1CCc1ccccc1 (configuration not stated)
    -4 | 0 | -3% | 3% | -12% | -2% | 2 | -3 | -18% | -1%
O=C(NC1CC1)C1=C[C@@H](c2csc3ccccc23)C[C@@H](OCc2ccc(CO)cc2)O1
    -10 | 10 | -26% | -11% | 8% | -3% | 1 | 0 | 10% | -3%
CCN(CC(=O)Nc1ccc(NC(C)=O)cc1)C(=O)CSc1ncnc2sc(C)c(C)c12
    4 | 4 | . | -3% | 4% | . | . | 2 | 12% | .
COc1ccc(NC(=O)CN(C)C(=O)c2cc3c(s2)CCC(C)C3)cc1 (configuration not stated)
    -2 | 10 | 32%[activator] | -1% | 19% | -6% | . | ? | 3% | -3%
O=C(CS(=O)(=O)c1ccc(Cl)cc1)NCc1ccccc1
    ? | -10 | 6% | -5% | 26% | -2% | -1 | 6 | 7% | -1%
O=C(O)C1CSC(CCc2ccccc2)N1 (configuration not stated)
    1 | 0 | -3% | -10% | 5% | 6% | 3 | 0 | -1% | 0%
O=C(NOC(=O)c1ccccc1F)c1ccc(OC(F)F)cc1
    . | -3 | 17% | 4% | 5% | -1% | -1 | 2 | -1% | 2%
O=c1ccc(-c2ccccc2)nn1Cc1ccccc1
    -13 | -7 | . | -2% | -13% | . | . | . | . | .
CC(C)COc1ccc(C(=O)Nc2ncn[nH]2)cc1
    12 | 14 | 16% | -2% | 9% | 5% | 0 | -8 | 32% | -4%
CC(OC(=O)Cn1cnc2c1c(=O)n(C)c(=O)n2C)C(=O)Nc1ccc(Cl)cc1 (configuration not stated)
    2 | 0 | . | -4% | ? | . | . | 0 | 2% | .
NC1=NC(=O)C(Cc2ccccc2)S1 (configuration not stated)
    24 | -6 | 15% | 2% | -4% | 11% | 1 | 1 | 2% | -10%
CCN1C(=O)CC(SC2CC(=O)N(CC)C2=O)C1=O (configuration not stated)
    -1 | -24 | . | 3% | 0% | . | . | . | . | .
CC(C)Nc1ncnc2c1cnn2-c1ccccc1
    6 | 5 | -7% | -1% | 27% | 0% | -5 | 12 | -3% | -12%
O=C(N/N=C/c1ccc(N2CCOCC2)cc1)C1COc2ccccc2O1 (configuration not stated)
    -13 | -19 | -2% | 69%[activator] | -2% | 9% | -1 | 7 | 3% | ?
COc1ccc(N2CC(C(=O)NCc3nnnn3-c3ccc(C)c(C)c3)CC2=O)cc1 (configuration not stated)
    17 | 6 | 3% | 1% | 11% | -1% | -1 | 0 | 0% | -6%
Cn1cc([N+](=O)[O-])c(C(=O)Nc2ccc(C3CCCCC3)cc2)n1
    -29 | -4 | 1% | -15% | 0% | -4% | 1 | ? | -2% | ?
CCN(CC)CCNC(=O)C1(O)c2cc(Br)ccc2NC(=O)N1c1ccccc1 (configuration not stated)
    10 | 2 | 5% | 1% | 0% | -5% | 3 | -2 | -14% | 7%
Cc1ccc(N(Cc2cc3ccc(C)cc3[nH]c2=O)S(=O)(=O)c2ccccc2)c(C)c1
    -16 | 0 | 22% | -6% | 31% | -6% | -3 | 6 | 8% | -4%
COc1ccc(CNC(=O)c2ccc(-c3ccccc3)cc2)cc1OC
    -1 | 7 | 13% | 1% | ? | 1% | 4 | ? | -5% | 5%
CC(C)Oc1ccc(C(=O)NNC(=O)c2ccccc2C(=O)O)cc1
    8 | -6 | 0% | 2% | 5% | -1% | 0 | -7 | -7% | 8%
COC(=O)c1ccccc1NC(=O)COC(=O)Cc1ccc(S(=O)(=O)N2CCOCC2)s1
    11 | 2 | . | -1% | -6% | . | . | . | . | .

Shown bar-delimited: part of the list above.
SMILES | KCNH2 3.1 block | KCNH2 WT inh | CXXC DNA block | ASM inhibitor | Integrin act MD | GALK inh | FBPA coupling cs | TRPV1 agonist | AT treatment | MBNL1 CUG block
CCOC(=O)Cc1nnc(NC(=O)c2cccc(OCC)c2)s1 | -21 | -5 | 6% | 3% | 13% | 1% | 0 | -2 | -5% | 6%
CC(C)(C)NC(=O)/C(=C\c1cccnc1)NC(=O)c1ccco1 | 17 | 1 | 6% | 7% | 7% | 4% | 2 | -1 | 1% | -14%

Carrying on.
Values run as follows: KCNH2 3.1 block | KCNH2 WT inh | CXXC DNA block | ASM inhibitor | Integrin act MD | GALK inh | FBPA coupling cs | TRPV1 agonist | AT treatment | MBNL1 CUG block
O=C(c1ccccc1)C1CCN(C(=O)c2ccco2)CC1
    17 | -16 | 2% | 0% | -21% | 5% | . | 5 | 2% | 3%
CCC/S(C)=N/S(=O)(=O)c1ccc(C)cc1 (configuration not stated)
    9 | -4 | 3% | 1% | 10% | 2% | -1 | -3 | -14% | 1%
O=C(Cc1ccccc1[N+](=O)[O-])Nc1nccs1
    -14 | -1 | -8% | 6% | -4% | 2% | 1 | 2 | -10% | 7%
O=C(CN1CCOCC1)Nc1ccc(S(=O)(=O)NC2CCCCC2)cc1
    7 | 6 | -1% | 4% | -11% | 1% | 0 | -4 | 7% | 11%
S=C(c1ccc(N2CCCC2)cc1)N1CCCCC1
    -1 | -9 | 8% | 0% | -16% | 0% | 0 | 11 | -7% | 8%
Cc1cc(C)cc(C(=O)Nc2nc3ccccc3[nH]2)c1
    -19 | -9 | 27% | 18% | -11% | -2% | -4 | 7 | 0% | 3%
Cc1ccccc1C(C(=O)NCc1ccco1)N(CC1CCCO1)C(=O)Cn1nnc2ccccc21 (configuration not stated)
    12 | -2 | -4% | -2% | 20% | 0% | 1 | -4 | 15% | -4%
O=C(Nc1ccc(OC(F)(F)F)cc1)Oc1ccccc1N1CCCCC1
    6 | -1 | -24% | -3% | -2% | . | -1 | 0 | 6% | -11%
Cc1ccc(C)c(Cn2c3ccccc3c3cnn(CC(=O)NCCCN4CCOCC4)c(=O)c32)c1
    5 | -5 | 10% | -1% | -54%[inhibitor] | -10% | . | 3 | -21% | -1%
CC1Cc2ccccc2N1C(=O)CSc1nnc(N)s1 (configuration not stated)
    -2 | -10 | 2% | 1% | ? | -7% | . | -2 | -9% | 0%
COc1ccc(C)cc1NS(=O)(=O)c1ccc2c(c1)CCN2C(C)=O
    15 | -9 | 0% | 3% | -26% | 1% | 7 | 2 | -1% | 1%
CC(=O)Nc1ccc(Oc2ccc([N+](=O)[O-])cc2Cl)cc1
    -10 | -3 | 22% | 5% | 0% | -1% | 0 | 23 | 2% | ?
O=c1[nH]c(Cc2ccccn2)nc2scc(-c3ccccc3Cl)c12
    -5 | i | 6% | 4% | -18% | 0% | 2 | 2 | 0% | ?
